# High-throughput results deposited in PubChem BioAssay by Broad Institute.
# SIRT5 block – inhibitors of human sirtuin-5 desuccinylase. Q9NXA8. Purified SirT5, succinyl-peptide AMC, trypsin-coupled fluorescence. inhibition, % at 15 µM. actives 1.1% (n = 330,000). AID 652115; in the data active = inhibition above about 15%
# Target sequence (Q9NXA8 whole entry, looked up): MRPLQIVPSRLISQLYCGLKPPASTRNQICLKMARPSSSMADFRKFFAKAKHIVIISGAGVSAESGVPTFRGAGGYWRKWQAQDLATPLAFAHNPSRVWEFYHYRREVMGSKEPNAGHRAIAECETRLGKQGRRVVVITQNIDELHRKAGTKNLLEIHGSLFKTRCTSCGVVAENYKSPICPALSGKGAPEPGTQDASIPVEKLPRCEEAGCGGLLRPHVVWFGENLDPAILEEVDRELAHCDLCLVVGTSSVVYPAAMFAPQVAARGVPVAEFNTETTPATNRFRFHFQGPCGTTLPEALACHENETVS
# miR122 inh – miR-122 inhibition in Huh7 cells; Huh7 miR-122 Renilla luciferase sensor, 48 h; neutral wells = 0, positive control = 100; actives 0.3% (n = 340,000); activation (reporter increase), % at 12.5 µM; AID 602342;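 active = mean replicate activation score at least 90 and every replicate individually at or above 90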;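 note: higher luciferase means less miR-122 activity so hits act as miR-122 inhibitors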
# ERp5 block – ERp5 (human) disulfide isomerase inhibition | Q15084 | ERp5 insulin aggregation, absorbance 650 nm, 90 min | inhibition, % at 9.99 µM | actives 0.05% (n = 350,000) | AID 651711;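 active = mean replicate inhibition above about 25%, with every replicate also reaching it, limit read from the data, passing the limit was not always enough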
# Target sequence (Q15084 whole entry, looked up): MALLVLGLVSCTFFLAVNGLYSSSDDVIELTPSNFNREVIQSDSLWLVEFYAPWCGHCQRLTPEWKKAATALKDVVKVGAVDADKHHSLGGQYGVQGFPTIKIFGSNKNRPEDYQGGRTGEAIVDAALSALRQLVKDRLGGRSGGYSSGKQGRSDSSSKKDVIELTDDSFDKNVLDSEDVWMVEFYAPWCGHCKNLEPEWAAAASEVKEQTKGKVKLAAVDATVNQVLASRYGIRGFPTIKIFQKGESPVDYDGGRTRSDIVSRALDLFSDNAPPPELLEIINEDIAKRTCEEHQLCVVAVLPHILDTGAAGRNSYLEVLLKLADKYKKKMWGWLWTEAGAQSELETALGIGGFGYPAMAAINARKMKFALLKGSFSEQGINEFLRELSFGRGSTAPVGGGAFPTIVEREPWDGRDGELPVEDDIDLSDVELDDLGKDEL
# ARNT TACC3 PPI – disrupts binding between human ARNT and TACC3; Q9Y6A5; AlphaScreen His-ARNT PAS-B/GST-TACC3 binding, luminescence; TACC3 fragment carries E629A point mutation; inhibition, % at 9.99 µM; actives 0.66% (n = 390,000); AID 623870;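 active = mean inhibition of replicates at least 50% and at least half of replicates each reaching 50%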;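 note: 0% = complete ARNT plus TACC3 wells and 100% = ARNT alone without TACC3; many hits fall short of the cut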
# esBAF inh – SWI/SNF esBAF complex inhibition; reporter increase, % at 12.5 µM; actives 2% (n = 350,000); mouse ES cells, Bmi1-luciferase knock-in reporter, 24 h; 100% = twice the neutral-well signal; in the data active = activation above about 40%;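 note: 0% = median of the plate's neutral control wells and 100% = double that signal; a rise in the Bmi1 reporter signal indicates esBAF inhibition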
# Statin myotox sup – protects C2C12 myotubes from simvastatin toxicity. rescue of ATP level, % at 7.49 µM. AID 602340. ATP luminescence, 48 h; scaled: DMSO 0, geranylgeraniol control 100. actives 0.78% (n = 330,000);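 active = mean ATP rescue above about 67%, or every replicate alone reaching that limit, limit read from the data, passing the limit was not always enough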;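 note: myotubes were challenged with 10 µM simvastatin during compound exposure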
# Cneo AK release – causes C. neoformans cell lysis | adenylate kinase release luminescence, 4 h; normalised: neutral wells 0, clomiphene wells 100 | lysis activity, % at 15 µM | actives 0.2% (n = 360,000) | AID 651654;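 active = mean lysis activity across replicates of at least 80%, whatever share of replicates individually reach that level; inactive = mean lysis activity below 80%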
#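 Material – Cryptococcus neoformans yeast cells · Quantity – 5 × 10^6 yeast cells/mL · Buffer or medium – YPD medium · Compound – single dose · Timing – 4 h static compound exposure, 37 °C, read 1 h post-reagent · Signal – adenylate kinase release luminescence · Read-out basis – lysis from increased AK signal · Benchmarks – Clomiphene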
# Numbers without * were called inactive; / = no result given; & = joins results of further samples; [ ] = dose if it differs, or a comment.
SMILES,SIRT5 block,miR122 inh,ERp5 block,ARNT TACC3 PPI,esBAF inh,Statin myotox sup,Cneo AK release
O=C(C1CCOCC1)N1C[C@@H]2[C@H](c3ccccc31)[C@@H](CO)N2C(=O)Cc1ccccc1,1,-7[16.7 µM],0,-11,3,9,5
COc1cc(-c2c(C#N)c(=O)[nH]c3c2c(C)nn3-c2ccccc2)ccc1O,/,-15,/,25,-3,11,-1
C=CCN1C(=O)/C(=C\c2ccc(Cl)cc2)N=C1SCC(=O)NCCC,/,2,/,-2,-9,-11,-1
CC(C)C(=O)Nc1nnc(SCC(=O)Nc2ccc3c(c2)OCO3)s1,/,-3,/,-11,-10,6,-13
CCOc1ccc(S(=O)(=O)NCCC(=O)OCN2C(=O)c3ccccc3C2=O)cc1,/,16,/,-1,-6,3,0
Cc1noc(C)c1NC(=O)Nc1ccc2c(c1)CC(=O)N([C@H](C)CO)C[C@H](C)[C@H](CN(C)Cc1ccncc1)O2,-2,-7[16.7 µM],-3,-2,0,-19,0
CC(=O)N1[C@H](CO)[C@H]2c3ccccc3N(S(=O)(=O)c3ccccc3)C[C@H]21,9,13[16.7 µM],-8,0,2,2,1
CC(C)(C)OC(=O)NCc1ccc(NC(=O)c2nc[nH]c2C(=O)NCCCCNC(=O)c2[nH]cnc2C(=O)Nc2ccc(CNC(=O)OC(C)(C)C)cc2)cc1,/,9,/,13,5,-163,0
O=C(N[C@@H]1CC[C@@H](CCNC(=O)C2CCC2)O[C@@H]1CO)c1ccncc1,0,/,-7,-1,-1,-6,-3
CSCC[C@H](NC(=O)Cc1c(C)c2cc3c4c(oc3cc2oc1=O)CCCC4)C(=O)O,0,-5,1,-7,-10,3,-1
CC(C)[C@H](NS(=O)(=O)c1ccccc1)C(=O)OCC(=O)NC(=O)c1cccn1C,/,-7,/,-1,-6,-4,/
Cc1ccc(C(=O)Nc2nc3c(s2)CCCC3)o1,/,-2,/,-12,-6,-23,-13
O=C(C=NNc1ccccc1)c1ccccc1,2,/,2,4,-45,5,5
N#Cc1c(Cl)nsc1NCCN1CCOCC1,0,-10,4,-7,-3,4,-8
C[C@H]1CN([C@@H](C)CO)C(=O)c2cc(C#CC3CCCC3)cnc2O[C@@H]1CN(C)C(=O)Cc1ccccn1,1,-5[16.7 µM],-5,5,2,29,5

# Shown with values under each structure: entries from further up
# Every second line gives: SIRT5 block, miR122 inh, ERp5 block, ARNT TACC3 PPI, esBAF inh, Statin myotox sup, Cneo AK release
Cc1noc(C)c1NC(=O)Nc1ccc2c(c1)CC(=O)N([C@H](C)CO)C[C@H](C)[C@H](CN(C)Cc1ccncc1)O2
    -2, -7[16.7 µM], -3, -2, 0, -19, 0
CC(=O)N1[C@H](CO)[C@H]2c3ccccc3N(S(=O)(=O)c3ccccc3)C[C@H]21
    9, 13[16.7 µM], -8, 0, 2, 2, 1

# The listing continues:
SMILES,SIRT5 block,miR122 inh,ERp5 block,ARNT TACC3 PPI,esBAF inh,Statin myotox sup,Cneo AK release
COC(=O)[C@@H](Cc1c[nH]c2ccccc12)NC(=O)CCC(=O)c1ccc(F)cc1,8,-14,4,4,0,5,0
CC1C/C(=N\NC(=O)c2ccc([N+](=O)[O-])cc2)CC(C)(C)C1 (stereo unspecified),-6,-3,-17,7,8,-3,0
Cc1nn(-c2ccccc2)c(C)c1C(=O)OC(C)C(=O)NC1CCCCC1C (stereo unspecified),-1,-13,-2,-13,1,-1,1
O=C(NC1CCCc2ccccc21)N[C@@H](Cc1ccccc1)C(=O)O (stereo partly specified),-5,/,-1,-7,-7,-2,0
CCOC(=O)c1cnc2ccc(OCC)cc2c1N1CCN(c2ccccc2)CC1,/,8,/,1,-2,81*,1
N#Cc1c(-c2cccnc2)c2c([nH]c1=O)-c1ccccc1OC2,-60,3,-5,-5,3,7,-4
COc1ccc(C(C)(C)NC(=O)C2CCC(=O)N(C3CCCC3)C2)cc1OC (stereo unspecified),-1,-5,-9,-2,12,-4,2
COc1ccc(/C=N\NC(=O)c2ccc(=O)[nH]n2)cc1O,/,-6,/,1,/,/,-1
C[C@@H]1CN([C@H](C)CO)C(=O)c2cc(NC(=O)NC3CCCCC3)ccc2O[C@H]1CN(C)Cc1ccc2c(c1)OCO2,/,1[16.7 µM],2,/,4,-32,-1
CC(=O)c1ccc(OCCCC(=O)NNC(=O)c2ccccn2)cc1,-2,2,-8,/,1,5,1
O=C(N/N=C/c1ccc(-c2ccc(S(=O)(=O)Nc3ncccn3)cc2)o1)c1cc2ccccc2cc1O,/,-10,/,2,13,16,1
C[C@@H]1CN([C@H](C)CO)C(=O)Cc2cc(NS(=O)(=O)c3ccccc3)ccc2O[C@H]1CN(C)C(=O)Nc1ccc2c(c1)OCO2,/,-4[16.7 µM],/,/,-1,-8,/
COc1ccc(C(C(=O)NC2CCCCC2)N(CC2CCCO2)C(=O)C2COc3ccccc3O2)cc1OC (stereo unspecified),/,1,/,5,-8,-6,0
O=C(NC(Cc1ccccc1)C(=O)O)OCC1c2ccccc2-c2ccccc21 (stereo unspecified),-12,9,1,-5,4,20,0
O=[N+]([O-])c1cccc(-c2ccc3nnc(SCc4ccccn4)n3n2)c1,-2,/,-8,-29,/,/,/
COc1ccc(O)c(-c2[nH]ncc2C(=O)c2cccc(C)c2)c1,-2,4,2,17,-2,7,-1
O=C(COc1ccc2c(-c3ccccc3)cc(=O)oc2c1)N[C@@H](Cc1c[nH]c2ccc(O)cc12)C(=O)O,/,0,3,29,4,-1,-1
Cc1cc(NC(=O)c2ccc(Cl)c(S(=O)(=O)N3CCCCC3)c2)no1,-2,/,0,-29,14,-1,-1
C[C@H](CO)N1C[C@H](C)[C@@H](CN(C)S(=O)(=O)c2ccccc2)Oc2ncc(C#CCN(C)C)cc2C1=O,1,-5[16.7 µM],-5,-1,1,3,58
C[C@@H]1CN([C@H](C)CO)C(=O)c2cccc(NC(=O)NC3CCCCC3)c2O[C@@H]1CN(C)Cc1ccc(-c2ccccc2)cc1,9,-2[16.7 µM],5,4,2,-53,-1
OCC(O)/C=N/Nc1nc(Nc2ccccc2)nc(Nc2ccccc2)n1 (stereo unspecified),1,/,3,15,0,5,2
O=C(NC12CC3CC(CC(C3)C1)C2)c1ccco1,-4,-6,1,6,-5,17,1
Cc1cc(C(=O)N2CCCC(N3CCN(c4ccc(F)cc4)CC3)C2)no1 (stereo unspecified),-2,6,-3,-5,-4,9,0
C/C=C/c1ccc([C@@H]2[C@H](CO)N(Cc3ccccn3)[C@H]2CNC(=O)CC)cc1,-6,8[16.7 µM],-5,30*,0,0,-7
O=C(Nc1ccccc1)C1=C[C@@H](c2ccc(Br)cc2)C[C@@H](OCc2ccc(CO)cc2)O1,0&-8,-1,0&-6,24&-2,-4,5,40&-5
COc1ccc(-n2ncc3c(N4CCc5ccccc54)ncnc32)cc1,/,11,/,-2,12,-60,1
Cc1ccc(-n2cc(CNCCc3ncc(C)[nH]3)c(-c3ccc(F)cc3)n2)cc1,-3,/,1,14,/,/,/
CC(C)OCC1Cn2c(nc3c2c(=O)n(C)c(=O)n3C)O1 (stereo unspecified),-3,/,1,-3,/,/,/
Cc1ccc(Nc2ncccc2C(=O)O)cc1C,2,1,-4,-4,49*,1,-1
CN1[C@@H]2Cn3c(ccc(-c4ccccc4)c3=O)[C@H]1[C@@H](C(=O)NCCc1ccccc1)[C@@H]2CO,/,17[16.7 µM],/,/,2,-25,2
CC(CCC(=O)O)C1CCC2C3CCC4CC(O)CCC4(C)C3CC(O)C12C (stereo unspecified),-1,3,-2,/,5,3,-4
O=C(Nc1ccc(Oc2ccccc2)cc1)C1CCCN(c2ncccn2)C1 (stereo unspecified),/,-5,/,-4,-2,-39,-2
CCN(CC)S(=O)(=O)c1cc(NC(=O)C2CCN(c3ncnc4sc(C)c(C)c34)CC2)ccc1Cl,-3,-18,1,4,-12,-11,-2
O=C1CS/C(=C\[N+](=O)[O-])N1c1ccc(OC(F)(F)F)cc1,/,12,/,-1,-7,7,-3
CN(C(=O)c1ccc2c(c1)OCO2)C1CCS(=O)(=O)C1 (stereo unspecified),-2,-6,-3,-3,3,0,-2
O=c1[nH]cnc2scc(-c3ccc(-c4ccccc4)cc3)c12,/,1,/,28,24,/,1
CC(C)Cn1c(SC(C)C(=O)Nc2ccc3c(c2)OCCO3)nc2ccccc2c1=O (stereo unspecified),/,5,/,-5,-2,7,1
Cc1onc(-c2ccccc2)c1C(=O)Nc1sccc1C#N,-2,0,4,0,-5,7,3
C[C@H]1CCCCO[C@H](CN(C)C)[C@@H](C)CN([C@@H](C)CO)C(=O)c2cc(NC(=O)c3ccncc3)ccc2O1,0,-4[16.7 µM],3,-2,-2,-26,1
O=C(CSc1nnc2n1CCCN2C(=S)Nc1ccc(Cl)cc1)c1ccccc1,/,15,/,9,29,-13,1
Cc1noc(C)c1COC(=O)c1ccc2ccccc2n1,/,-7,/,-15,-4,-1,0
C[C@@H]1CN([C@@H](C)CO)C(=O)c2cc(NS(=O)(=O)c3cccs3)ccc2O[C@@H](C)CCCCO[C@H]1CN(C)Cc1ccncc1,-8,15[16.7 µM],2,-1,5,/,2
C[C@@H]1CN([C@H](C)CO)C(=O)c2cccc(NC(=O)Nc3ccc(C(F)(F)F)cc3)c2O[C@H]1CN(C)Cc1ccc(Oc2ccccc2)cc1,1,3[16.7 µM],-6,-6,0,/,-2
CCCc1cc(=O)oc2c(C)c(OCC(=O)Nc3ccc(CN4CCOCC4)cc3)ccc12,-3,-3,6,/,-1,-1,3
CC1CCc2sc(C(=O)N3CCN(c4ncccn4)CC3)cc2C1 (stereo unspecified),-1,-3,2,1,1,3,-1
O=[N+]([O-])c1ccccc1/C=C/C=N/n1c(-c2ccc(Cl)cc2)n[nH]c1=S,/,3,/,-7,1,55,0
CC(=O)Nc1ccc(NC(=O)CCCCCN2C(=O)c3ccccc3C2=O)cc1,/,-2,/,-5,-10,-8,-2
CCc1ccc(C2=C/C(=C/c3cccnc3)C(=O)O2)cc1,2,-1,1,-5,/,/,-3

# Profiles, quoted from the list. Order of values: SIRT5 block	miR122 inh	ERp5 block	ARNT TACC3 PPI	esBAF inh	Statin myotox sup	Cneo AK release
# C[C@@H]1CN([C@H](C)CO)C(=O)c2cccc(NC(=O)Nc3ccc(C(F)(F)F)cc3)c2O[C@H]1CN(C)Cc1ccc(Oc2ccccc2)cc1 as listed: 1	3[16.7 µM]	-6	-6	0	/	-2
# O=c1[nH]cnc2scc(-c3ccc(-c4ccccc4)cc3)c12 as listed: /	1	/	28	24	/	1
# CC(CCC(=O)O)C1CCC2C3CCC4CC(O)CCC4(C)C3CC(O)C12C (stereo unspecified) as listed: -1	3	-2	/	5	3	-4
# CC(=O)Nc1ccc(NC(=O)CCCCCN2C(=O)c3ccccc3C2=O)cc1 as listed: /	-2	/	-5	-10	-8	-2
# Cc1noc(C)c1COC(=O)c1ccc2ccccc2n1 as listed: /	-7	/	-15	-4	-1	0
